EPAC1 agonist = qHTS for Agonist of cAMP-regulated guanine nucleotide exchange factor 3 (EPAC1): primary screen | 0.073% of 360,000 active | Potency, µM (highest dose often 154 µM), for the others: at the highest dose activation, usual class: activators | AID 720707, 2013 | EPAC1 agonist qHTS, biochemical assay; response scale: 100% = response to 6.5 mM cAMP; note: potency is the fitted concentration of half-maximal effect; nearly all actives have a fitted effect of over 60% in size
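Multi-concentration qHTS readout: loss of Rap1B-bound BODIPY-GDP fluorescence driven by 100 nM EPAC1 with excess GDP (50 uM), monitored kinetically at room temperature; agonist response expressed relative to 6.5 mM cAMP.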
PLK1 PBD inh = qHTS for Inhibitors of PLK1-PDB (polo-like kinase 1 - polo-box domain): Primary Screen; Serine/threonine-protein kinase PLK1 (Homo sapiens), P53350; Plk1 PBD binding of FITC phosphopeptide, fluorescence polarization; Potency, µM, for inactives: max response, negative = inhibition, most hits filed as inhibitors; 2.8% of 360,000 active; AID 720504, 2013; note: potency is the fitted concentration of half-maximal effect; series mostly up to about 57 µM; % is set by controls: 0 for no effect and ±100 for the full control effect; nearly all actives have a fitted effect of over 65% in size
IL-2 act = qHTS of IL-2 Activators | 0.065% of 360,000 active | activation, % (series mostly up to about 46 µM) | AID 652025, 2013 | IL-2 activation reporter assay, cell-based qHTS; stimulated with anti-CD3/CD4/CD28 beads; in transgenic mouse T cells; in the data active = activation above about 50%; inconclusive = mostly about 30% to 49%; note: 0% is about no effect
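Quantitative HTS in unstimulated transgenic mouse T cells, with memory T cells as non-tolerant control and PMA/ionomycin as tolerance-bypass control. Compound pretreatment lasted 60 minutes before 18 h bead stimulation; EGFP/DsRed fluorescence read.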
PI5P4K alpha inh = qHTS for Inhibitors of phosphatidylinositol 5-phosphate 4-kinase (PI5P4K) | 1.2% of 330,000 active | Phosphatidylinositol 5-phosphate 4-kinase type-2 alpha (Homo sapiens), P48426 | PI5P4Kalpha enzyme, ADP-Glo luminescence, 60 min; hits give low values | AID 652105, 2013 | max response, %; active = max response of -50% or lower; inconclusive = between -30% and -50%; inactive = -30% or higher; note: value at the top dose of about 77 µM; % is set by controls: 0 for no effect and ±100 for the full control effect
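Single end-point luminescence (ADP-Glo) quantified ADP from PI5P4Kalpha turnover; ATP 5 microM final, 1 h at RT, 0.1% CHAPS and 0.28 mM EGTA in HEPES pH 7.4.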
GLP-1R inv ag = qHTS of GLP-1 Receptor Inverse Agonists (Inhibition Mode); Glucagon-like peptide 1 receptor (Homo sapiens), P43220; HEK293 GLP-1R CRE-luciferase, luminescence, 24 h; GLP-1R form is constitutively active; Potency, µM (highest dose often 38.3 µM), without a hit: at the top dose activity change, negative = inhibition, actives largely listed as inhibitors; 1.6% of 410,000 active; note: potency is the fitted concentration of half-maximal effect; % is set by controls: 0 for no effect and ±100 for the full control effect; nearly all actives have a fitted effect of over 55% in size
Target sequence (P43220 whole entry, looked up): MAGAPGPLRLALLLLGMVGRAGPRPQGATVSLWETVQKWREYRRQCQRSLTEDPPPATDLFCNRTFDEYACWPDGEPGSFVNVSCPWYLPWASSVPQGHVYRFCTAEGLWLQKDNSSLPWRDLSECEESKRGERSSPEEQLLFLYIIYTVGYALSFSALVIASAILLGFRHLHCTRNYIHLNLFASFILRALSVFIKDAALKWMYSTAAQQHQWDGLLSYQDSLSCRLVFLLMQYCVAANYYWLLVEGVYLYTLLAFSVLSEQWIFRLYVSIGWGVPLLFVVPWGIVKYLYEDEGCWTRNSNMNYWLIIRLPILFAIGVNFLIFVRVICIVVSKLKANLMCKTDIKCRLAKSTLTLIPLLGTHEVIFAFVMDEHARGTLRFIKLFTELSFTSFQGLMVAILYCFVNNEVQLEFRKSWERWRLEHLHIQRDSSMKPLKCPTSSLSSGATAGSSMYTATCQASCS
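Cells are plated, allowed 12 hours at 37 deg C, then treated with compounds for 24 hr before luciferase detection reagent is added and luminescence is read after 12 min at room temperature. The HEK293 line carries constitutively active GLP-1R with a cAMP-responsive reporter.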
PTHR1 ag = qHTS for PTHR1 Agonists: Primary Screen; HEK293 GP2 PTHR1 cells, GloSensor cAMP luminescence, 1 h; Potency, µM (doses to about 115 µM), for inactives: top-dose activation, hits mostly activators; 0.075% of 410,000 active; AID 743266, 2014; note: potency is the fitted concentration of half-maximal effect; nearly all actives have a fitted effect of over 55% in size; some results filed as inactive show a strong effect at the top dose; inactives centre near -15; many of its hits are not listed in these tables
Target sequence (Q03431 whole entry, looked up): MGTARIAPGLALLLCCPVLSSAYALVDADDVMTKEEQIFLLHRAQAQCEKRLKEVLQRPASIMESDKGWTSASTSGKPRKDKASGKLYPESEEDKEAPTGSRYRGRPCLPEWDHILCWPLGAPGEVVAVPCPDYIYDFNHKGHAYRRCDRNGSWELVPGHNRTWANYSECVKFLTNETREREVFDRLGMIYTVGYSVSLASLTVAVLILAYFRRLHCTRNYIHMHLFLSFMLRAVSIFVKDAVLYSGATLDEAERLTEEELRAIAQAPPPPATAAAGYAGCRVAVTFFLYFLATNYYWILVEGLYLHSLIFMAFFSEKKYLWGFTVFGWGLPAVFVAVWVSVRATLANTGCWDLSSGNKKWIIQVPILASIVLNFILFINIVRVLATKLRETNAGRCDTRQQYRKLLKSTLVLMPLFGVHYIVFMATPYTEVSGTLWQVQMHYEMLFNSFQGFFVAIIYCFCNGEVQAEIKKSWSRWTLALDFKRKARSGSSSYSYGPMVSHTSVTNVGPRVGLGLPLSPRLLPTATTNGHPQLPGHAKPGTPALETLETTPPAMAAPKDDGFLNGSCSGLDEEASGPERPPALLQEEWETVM
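HEK-293-derived GP2 cells expressing PTHR1 and a GloSensor cAMP reporter, 3,000/well, plated overnight, given luciferin plus IBMX (each 0.5 mM as added) for 1 h at 37 °C, then compound for 1 h at 37 °C. Luminescence was read after 15 min at room temperature.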
GLP-1R agonist = qHTS of GLP-1 Receptor Agonists | Glucagon-like peptide 1 receptor (Homo sapiens), P43220 | HEK293 GLP-1R CRE-luciferase, luminescence, 4-6 h; cells express a hypersensitive GLP-1R form | Potency, µM (series often up to 45.6 µM), without a hit: top-dose activation, hits mostly activators | 0.007% of 380,000 active; note: potency is the fitted concentration of half-maximal effect; % of control where 0% means no effect
EPAC1 antag = qHTS for Antagonist of cAMP-regulated guanine nucleotide exchange factor 3 (EPAC1): primary screen | Rap guanine nucleotide exchange factor 3 (Homo sapiens), O95398 | EPAC1 GEF assay, Rap1b-BODIPY-GDP exchange fluorescence | Potency, µM (top dose mostly 115 µM), for inactives: at the highest dose activity change, negative = inhibition, actives largely listed as inhibitors | 0.14% of 360,000 active | AID 720709, 2013;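 note: potency is the fitted concentration of half-maximal effect; plate controls were vehicle for no effect and positive control for full effect; nearly all actives have a fitted effect of over 50% in size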
GLP1R cytotox = qHTS of GLP-1 Receptor Inverse Agonists: Cytotox Screen. HEK293 cAMP-luciferase reporter cells, luminescence, 24 h. Potency, µM (highest dose often 38.3 µM), for inactives: top-dose activity change, negative = inhibition, hits mostly inhibitors. 0.13% of 410,000 active. AID 624418, 2012;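 note: loss of luciferase light is scored as toxicity; potency is the fitted concentration of half-maximal effect; % is set by controls: 0 for no effect and ±100 for the full control effect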
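Seeding density was 200 cells/uL; after overnight-length (12 h) culture, 23 nL compounds went on for 24 h at 37 °C. Readout used a luciferase detection reagent, luminescence taken after 12 min at room temperature.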
Numbers without * were called inactive; i = inactive; u = inconclusive; x = not tested or not shown; & = joins results of further samples; [ ] = dose if it differs, or a comment. Unless noted, calls come from the whole dose curve; as a rule, active = well fitted curve in the direction sought with a large enough effect; inconclusive = small, poorly fitted or top-dose-only effect, or another doubt; inactive = no such curve, though single readings can be large; an effect the other way counts as inactive or inconclusive. This is a subset. The share of hits here may be higher or lower than overall.

No.	molecule	EPAC1 agonist	PLK1 PBD inh	IL-2 act	PI5P4K alpha inh	GLP-1R inv ag
1	CCOC(=O)CC1C(=O)NCCN1Cc1ccc(OC)c(OC)c1 (stereo not drawn)	8%	-15%	0.6	-3	6%
2	Cc1nc(S/C(=C/c2ccc(-c3ccc(Cl)cc3)o2)C(=O)O)n[nH]1	4%	-28%	-0.8	4	14%
3	COC(=O)c1nc2n(n1)C(c1cccc(Cl)c1)C1=C(CCCC1=O)N2 (stereo not drawn)	5%	-10%	-0.3	-13	-2%
4	COc1ccc(C(=O)NC(=S)N2CCOCC2)cc1OC	-5%	-18%	-4.2	6	23%
5	CCCCCCSc1cccc(-c2nc3cc(C)ccn3c2NCc2ccccc2)c1	-17%&6%	2%&-17%	-1.4&-0.9	1&4	5µM*
6	CCC1(CC)NC(=O)N(CC(=O)OCC(=O)c2cc(C)c(C)cc2C)C1=O	-5%	0%	-4.4	1	0%
7	CCOC(=O)C(C)n1cnc2c(nnn2Cc2ccc(Cl)cc2)c1=O (stereo not drawn)	5%	5%	0.3	x	29%
8	CCN(C(=O)COc1ccccc1C(=O)NCc1ccccc1)C1CCS(=O)(=O)C1 (stereo not drawn)	8%	2%	-1.7	-4	-3%
9	Cc1ccc(NC(=O)Nc2ccc(F)cc2F)c(OC(F)F)c1	-9%	1%	-3.0	3	8%
10	CN1CCN(c2ccc(-c3ccnn3C(=O)Nc3ccccc3)cc2)CC1	-7%	-5%	-4.5	-11	-14%

No.	PTHR1 ag	GLP-1R agonist	EPAC1 antag	GLP1R cytotox
1	4%	6%	-4%	19%
2	i	-29%	-7%	65%[activator]
3	i	2%	-26%	-10%
4	-8%	2%	-10%	-19%
5	-25%&-5%	0%&-3%	-39%&-13%	u
6	-19%	1%	7%	8%
7	-2%	23%	-2%	3%
8	i	4%	13%	-12%
9	-5%	-7%	-21%	4%
10	i	1%	1%	18%

Further results.
No.	molecule	EPAC1 agonist	PLK1 PBD inh	IL-2 act	PI5P4K alpha inh	GLP-1R inv ag
11	Cc1ccc(CCNC(=O)c2cc(S(=O)(=O)N3CCCC3)cn2C)cc1	2%	-2%	-3.1	8	-16%
12	O=C(c1cc(-c2cccs2)on1)N1CCN(C(c2ccccc2)c2ccccc2)CC1	1%	3%	2.9	7	u
13	O=C1c2ccccc2C(=O)N1CCCOCc1c[nH]c(=O)[nH]c1=O	1%	-9%	0.0	-5	8%
14	O=C(CSc1nc2ccccc2c(=O)[nH]1)Nc1nc(-c2ccc(Br)cc2)cs1	-5%	-29%	2.0	2	12%
15	O=C(NC(=S)Nc1ccc(N2CCCCC2)c(Cl)c1)c1ccc2c(c1)OCCO2	-6%	-3%	-0.7	-9	u
16	CCC(C)n1cnc2c(c1=O)c1nc3ccccc3nc1n2-c1ccc2c(c1)OCCO2 (stereo not drawn)	-3%	2%	-1.2	x	6%
17	Cc1ccccc1CC(=O)Nc1cccc(S(=O)(=O)N2CCCC2)c1	21%	-5%	0.8	7	-15%
18	COc1cc(NC(=O)c2ccc3c(c2)OCCO3)ccc1NC(=O)c1ccccc1Cl	-5%	1%	-2.8	2	u
19	Cc1nn(-c2ccccc2)nc1C(=O)c1c(C)[nH]n(-c2ccccc2)c1=O	5%	0%	2.1	6	4%
20	CCOc1ccccc1NC(=O)C1CCCN(S(=O)(=O)c2ccc(-n3cnnn3)cc2)C1 (stereo not drawn)	-6%	-8%	-2.4	12	-7%

No.	PTHR1 ag	GLP-1R agonist	EPAC1 antag	GLP1R cytotox
11	i	11%	-13%	2%
12	i	-1%	3%	-3%
13	0%[57.5 µM]	-7%	5%	-11%
14	i	-5%	-10%	-3%
15	-31%[inhibitor]	-24%	-8%	u
16	-37%[inhibitor][57.5 µM]	-3%	8%	3%
17	-3%	7%	-13%	4%
18	-5%	5%	-26%	-15%
19	-20%	1%	7%	-7%
20	i	8%	-23%	-21%

Brought forward from above: two compounds, followed by the next part.
No.	molecule	EPAC1 agonist	PLK1 PBD inh	IL-2 act	PI5P4K alpha inh	GLP-1R inv ag
19	Cc1nn(-c2ccccc2)nc1C(=O)c1c(C)[nH]n(-c2ccccc2)c1=O	5%	0%	2.1	6	4%
20	CCOc1ccccc1NC(=O)C1CCCN(S(=O)(=O)c2ccc(-n3cnnn3)cc2)C1 (stereo not drawn)	-6%	-8%	-2.4	12	-7%
21	COc1ccccc1OCC(=O)Nc1cccc(C(=O)N2CCOCC2)c1	1%	-10%	-1.3	x	1%
22	CCOC(=O)Nc1ccc2c(c1)N(C(=O)CCN1CCN(CCO)CC1)c1ccccc1S2	6%	-6%	2.0	-5	u
23	CC1=NN(c2ccccc2)C(=O)/C1=C\N(O)c1ccccc1	-5%	u	0.2	-2	12%
24	O=c1[nH]cnc2c1sc(=S)n2-c1ccccc1	-1%	7.5µM*	0.8	-28	0%
25	Cc1cccc(-n2ccnc2SCC(=O)N2CCCc3ccccc32)c1C	-5%	5%	-0.7	-3	11µM*
26	NC(=O)CCCC1=NS(=O)(=O)c2ccccc2N1	3%	-7%	-2.3	-3	-4%
27	Cc1ccc(NC(=O)[C@@H]2CCCN2S(=O)(=O)c2ccccc2F)cc1	3%	-13%	4.5	-16	-17%
28	CCOC(=O)Cn1nc(C)c(NC(=O)c2ccc(Br)o2)c1C	-2%	-7%	0.3	0	5%
29	COc1ccc(S(=O)(=O)N2CCOCC2)cc1NC(=O)c1cc2ccccc2o1	7%	-5%	-3.9	-9	40%[activator]
30	COc1ccc(Cl)cc1NC(=S)Nc1cccc(C)c1	16%	-16%	0.7	1	-14%

No.	PTHR1 ag	GLP-1R agonist	EPAC1 antag	GLP1R cytotox
19	-20%	1%	7%	-7%
20	i	8%	-23%	-21%
21	-8%[57.5 µM]	-8%	-3%	-3%
22	i	-5%	-1%	-29%
23	i	-1%	12%	-8%
24	-2%	2%	0%	0%
25	-25%	4%	-6%	-22%
26	i	-7%	20%	-20%
27	-7%	4%	u	0%
28	i	0%	0%	-6%
29	-5%	24%	-8%	-11%
30	8%	10%	u	1%

More compounds.
No.	molecule	EPAC1 agonist	PLK1 PBD inh	IL-2 act	PI5P4K alpha inh	GLP-1R inv ag
31	Cc1nn(Cc2ccc(Cl)cc2Cl)c(C)c1NC(=O)C1C2CCC(O2)C1C(=O)O (stereo not drawn)	6%	-7%	1.5	-2	-23%
32	Cc1ccc(Cl)cc1N1CCN(S(=O)(=O)N2CCCCC2)CC1	8%	1%	-3.6	7	u
33	CCN1CCN(c2sc(S(=O)(=O)CC)nc2S(=O)(=O)c2ccc(Cl)cc2)CC1	6%	1%	-1.1	6	-36%
34	O=C(NCc1ccccn1)c1cccc(S(=O)(=O)N2CCCCC2)c1	4%	7%	0.9	-4	6%
35	CNC(=O)c1c(NC(=O)C2=COCCO2)sc2c1CCCC2	22%	-5%	1.2	-5	15%
36	Cc1ccc(Cl)cc1-c1ccc(C=Nc2ccc(N3CCOCC3)cc2)o1	14%	-3%	0.4	2	u
37	COc1ccc2c(c1)C(=O)N(c1ccc(C)cc1)C(=O)C2	6%	-13%	0.8	-1	-2%
38	O=C(c1ccc(C(F)(F)F)cc1)N1CCN(S(=O)(=O)c2ccc3c(c2)OCCCO3)CC1	-5%	1%	-3.0	-2	u
39	COc1ccc(/C=N/Nc2ccc(C(=O)O)cc2)cc1Br	4%	-18%	-0.2	-7	u
40	CN(C)S(=O)(=O)c1ccc(Cl)c(NC(=O)c2ccncc2)c1	-11%	4%	0.0	-2	25%

No.	PTHR1 ag	GLP-1R agonist	EPAC1 antag	GLP1R cytotox
31	-35%[inhibitor]	-2%	-20%	-8%
32	-18%	16%	-2%	-6%
33	i	1%	-2%	-5%
34	i	-7%	-15%	2%
35	7%	0%	-18%	11%
36	i	14%	-11%	9%
37	i	-6%	-4%	-8%
38	-31%[inhibitor]	-8%	-15%	0%
39	-26%	0%	5%	-5%
40	i	-1%	8%	4%

Next section:
No.	molecule	EPAC1 agonist	PLK1 PBD inh	IL-2 act	PI5P4K alpha inh	GLP-1R inv ag
41	O=C(N/N=C/c1cc2ccccc2[nH]1)c1ccccc1Cl	1%	-1%	0.5	3	-26%
42	CCCCn1c(SCCN2CCCCC2)nc2c1c(=O)n(C)c(=O)n2C	-5%	3%	-1.7	3	16%
43	CCCCNC(=O)[C@H]1C[C@H]1[C@@H](O)[C@H](CO)NC(=O)[C@H](CC(C)C)NC(=O)OC(C)(C)C	-13%	-1%	1.5	3	17%
44	Cc1ccc(S(=O)(=O)N2C(=O)[C@@H]3Cc4ccccc4CN3C2=O)cc1	-1%	-25%	-0.2	2	-25%

No.	PTHR1 ag	GLP-1R agonist	EPAC1 antag	GLP1R cytotox
41	-4%	8%	-17%	u
42	15%	5%	1%	-6%
43	i	1%	-4%	0%
44	i	0%	20%	-3%

Source: PubChem
